PriA SSB inh: blocks PriA binding to SSB C-terminal tail | AlphaScreen SSBct-PriA binding, biotinylated peptide | inhibition, % at 33 µM | 430,000 tested, 0.6% active | AID 1272365; in the data active means inhibition mostly above about 37%, no sharp cut-off; inactive means mostly below about 20%;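 further: plate controls were negative control peptide for no effect and reference peptide for full effect; strong numbers were not always called active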
* = called active by the depositor; & = joins results of further samples.

mol	PriA SSB inh
CCOc1ccccc1NC(=O)Cc1c(C)nc(SCc2cccc(Cl)c2)[nH]c1=O	-8
CCOC(=O)c1ccc(NC(=O)Nc2nc(-c3cccs3)c(C(=O)C(F)(F)F)s2)cc1	-18
O=C(Nc1ccon1)c1cccn(Cc2cccc([N+](=O)[O-])c2)c1=O	8
COc1ccc(C(=O)NCC2CCN(C(=O)Nc3ccccc3OC)CC2)cc1F	4
O=C(NCc1cccs1)N1CCc2cnc(N3CCOCC3)nc2C1	2
NS(=O)(=O)c1ccc(CNC(=O)C2CN(c3nc4c(C(F)(F)F)cccc4s3)C2)cc1	8
Cc1cc(NC(=O)C(=O)NCc2ccccn2)no1	-39
COc1ccc(S(=O)(=O)NCCCn2ncccc2=O)cc1OC	-15
CC(=O)Nc1ccc(CC(=O)N2CC(Oc3nccs3)C2)cc1	-12
Cc1ccc(CSc2nc3ccccc3c(=O)n2CCCC(=O)NCc2cccc(Cl)c2)c(C)c1	3
N#CCC1CCCCC1	-20
O=c1c(O)c(-c2ccccc2OC(F)F)oc2ccccc12	-2
Cc1nnc(NC(=O)CSc2nnc(NC(=O)c3ccc(S(=O)(=O)N4CCCCC4)cc3)s2)s1	1
CC(C)C(=O)NCCCc1ccc(N(C)C)cc1	-18
CC1(C)C2CC=C(C=NNC(=O)c3ccc(Cl)cc3)C1C2 (stereo not drawn)	-5
O=C(NCC1(c2ccccc2)CCOCC1)c1cc(-c2ccco2)on1	-9
O=C(COc1ccccc1F)N1CCN(CCc2nc(-c3cccs3)cs2)CC1	1
Cc1cc(NC(=O)c2sccc2S(=O)(=O)N(C)c2ccc(Cl)cc2)ccc1Br	-15
COc1ccc(C=NNC(=O)C(C)N(c2ccc(OC)cc2)S(C)(=O)=O)cc1 (stereo not drawn)	9
CC(=NNC(=O)c1ccc(-c2ccccc2)cc1)c1cccc(O)c1	-8
CC[n+]1c(/C=C/c2ccccc2OC)sc2ccccc21	4
O=C(Nc1nc(-c2ccccc2)c(-c2ccccc2)s1)c1ccc(Br)s1	-3
CC(Oc1cccc2cccnc12)C(=O)NN=Cc1ccccc1 (stereo not drawn)	-18
Cc1cc(NC(=O)c2cc3ccccc3o2)n(-c2nc3c(cnn3-c3cccc(Cl)c3)c(=O)[nH]2)n1	-12
O=C(Cc1ccccc1Cl)N1CCN(C(=O)c2cnn3c2CCCC3)CC1	-34
N#CCCS(=O)(=O)c1ccc(Cl)cc1	-11
CC1CC(C)CN(c2ccnc(SCC(=O)Nc3nccs3)n2)C1 (stereo not drawn)	9
COc1ccc(Cl)cc1NC(=O)Cn1cnc2c(nnn2C)c1=O	15
Cn1c(=O)c2nc(-c3nnc4n3CCCCC4)c(N)nc2n(C)c1=O	-9
Cc1ccc(C(=O)NCc2nnc(SCC(=O)Nc3ccccc3C(F)(F)F)n2-c2ccc(Cl)c(Cl)c2)cc1[N+](=O)[O-]	-7
CCn1ccc(C(=O)Nc2ccccc2OC)n1	0
CSc1ccc2nc(N(Cc3ccccc3)C(=O)c3ccc(S(=O)(=O)C(C)C)cc3)sc2c1	3
O=C(CCCS(=O)(=O)c1ccc(F)cc1)Nc1ncnc2c1CCC2	1
CC1(C)C2CCC1(C)C(OCC(O)CN1CCN(CCO)CC1)C2 (stereo not drawn)	-7
COC(=O)c1[nH]c(C)c(C(O)=CC(=O)C(=O)NCCN2CCOCC2)c1C	3
O=C(c1ccc(-n2cncn2)nn1)N1CCN(C(=O)c2ccco2)CC1	-16
CC1CC(=NNc2ccc([N+](=O)[O-])cc2[N+](=O)[O-])CC(C)(C)C1 (stereo not drawn)	37
Cc1ccc2c(Nc3ccc(S(N)(=O)=O)cc3)c(C(=O)N3CCOCC3)cnc2n1	-12
COc1cc(OC)cc(C(=O)Nc2cc(C)nn2-c2nc3c(F)cccc3s2)c1	-17
CC(Cc1ccccc1)=NNC(=O)CNC(=O)c1ccc(C(C)(C)C)cc1	-13

In the list so far, these have a cyano group.
mol	PriA SSB inh
N#CCC1CCCCC1	-20
N#CCCS(=O)(=O)c1ccc(Cl)cc1	-11

Continuation:
mol	PriA SSB inh
Cc1cncnc1N1CCN(S(=O)(=O)c2cccc(C(F)(F)F)c2)CC1	-14
O=c1ccc(-c2ccco2)nn1Cc1c(F)cccc1Cl	-6
CN1CCC(N2CCCCC2CCO)C1=O (stereo not drawn)	1
O=C(c1cccs1)N1CCN(c2ccc(-c3ccc(Cl)cc3)nn2)CC1	-8
COCC(=O)Nc1nc2nc(C)cc(C)c2s1	-7
Cn1cc(C(=O)c2ccc(Cl)cc2Cl)cc1C(=O)NN=C(N)COc1ccccc1	14
CCOC(=O)C(CC)C(C)=NNC(=O)c1ccccc1[N+](=O)[O-] (stereo not drawn)	2
CCC(Sc1nc2ccccc2s1)C(=O)Nc1nnc(-c2cc(OC)ccc2OC)s1 (stereo not drawn)	2
COc1ccc(Cl)cc1S(=O)(=O)Nc1ccc2c(c1)CC(=O)N2C	-8
CC(C)N(Cc1ccccc1)S(=O)(=O)c1ccc(C(=O)Nc2ccc3c(c2)OCCO3)cc1	-2
O=C(Nc1cccc(-c2nc3cccnc3s2)c1)c1cc2ccccc2oc1=O	-9
Cc1cc(C)n(CC(=O)Nc2ccccc2C(F)(F)F)c(=O)c1S(=O)(=O)c1ccccc1	-2
COc1ccc(C(=O)Nc2nc3c(s2)CCC3C(=O)NCc2ccco2)cc1 (stereo not drawn)	1
O=C(O)CCCC(=O)c1ccccc1	-8
CCOc1ccccc1C(=O)NC[C@H](O)c1cccn1C	-13
Cn1cnnc1S(=O)(=O)C1CCN(S(=O)(=O)/C=C/c2ccccc2)CC1	-14
C=CCn1c(SCC(=O)Nc2c(Cl)cccc2Cl)nc2scc(-c3ccc(C)o3)c2c1=O	-4
O=C(O)c1ccnc2ncccc12	-11&-1
COc1ccccc1[C@H](CNC(=O)c1ccsc1)OC	-14
O=C(NC(c1ccccc1)c1ccccc1)N(Cc1cnc2ccccn12)c1ccccc1	44*

The list goes on.
SMILES	PriA SSB inh
O=C(ON=C1CCCc2ccccc21)c1cccc(Cl)c1	-3
O=C(CCc1csc(NC(=O)c2ccc(=O)[nH]c2)n1)NCc1ccccc1Cl	1
CNC(=O)Cc1ccc(NS(=O)(=O)c2ccc(NC(C)=O)cc2C)cc1	-8
O=C(c1ccc(OC(F)(F)F)cc1)N(Cc1ccsc1)Cc1ccco1	-14
Cc1cc(-c2nnc(NC(=O)c3ccc4c(c3)CCCC4)o2)nn1C	-18
Cn1nc(C(=O)N2CCC(c3nn(C)c(=O)n3C3CC3)CC2)ccc1=O	-2
CC(Oc1ccc(Cl)cc1Cl)C(=O)Nc1nc(-c2cc(Cl)ccc2Cl)cs1 (stereo not drawn)	-8
Cc1ccc(OCCOC[C@@H](O)CN2CCN(CCO)CC2)cc1C	-1
CC(=O)C(=NNc1ccccc1Cl)Sc1cccc2cccnc12	33
NS(=O)(=O)c1ccc(CCNC(=O)CCCCCn2c(=O)[nH]c3ccsc3c2=O)cc1	-5
Cc1cccc(-n2c(Cc3cccn3C)nnc2SCC(=O)N2CCN(c3ccccc3)CC2)c1C	36*
CCOC(=O)c1sc(NC(=O)c2ncc(-c3ccccc3)o2)nc1C	-11
Cc1ccccc1-n1c(SCC(=O)NN=Cc2c(C)nn(-c3ccccc3)c2C)nc2ccccc2c1=O	-7
CC(C)c1nnc(C2CCN(Cc3ccccn3)CC2)o1	-13
CCOc1ccc(NC(=O)CSc2ccc(NC(=O)c3ccccc3)nn2)cc1	-8
c1ccc(CSc2cccc3cccnc23)cc1	33
CCn1c(SCC(=O)N2CCCCC2)nnc1-c1cccn(C)c1=O	-1&11
CS(=O)(=O)N(CC(=O)NN=Cc1ccco1)c1ccccc1Br	-9
CCOC(=O)CNC(=O)CSc1nc2c(cnn2-c2cccc(Cl)c2)c(=O)[nH]1	-8
CC(N)=C(C#N)C(=O)CSc1nc2ccccc2n1CC(C)C	-3
COC(=O)CC(C(=O)OC)N1CCN(C)CC1 (stereo not drawn)	-6
O=C(Nc1ccc(F)cc1)c1ccc2noc(-c3ccccc3)c2c1	-3&11
COc1cc(NC(=O)c2cc(=O)c(OC)cn2C)cc(OC)c1OC	6
CC1CN(CC(=O)Nc2ncc(Cc3ccc(F)cc3)s2)CC(C)O1 (stereo not drawn)	-4&-2
COC(=O)c1ccccc1NC(=O)c1ccc(=O)n(Cc2cccc(Cl)c2)c1	-21

In the list so far, eight have a furan ring, fused or not.
SMILES	PriA SSB inh
O=C(NCC1(c2ccccc2)CCOCC1)c1cc(-c2ccco2)on1	-9
Cc1cc(NC(=O)c2cc3ccccc3o2)n(-c2nc3c(cnn3-c3cccc(Cl)c3)c(=O)[nH]2)n1	-12
O=C(c1ccc(-n2cncn2)nn1)N1CCN(C(=O)c2ccco2)CC1	-16
O=c1ccc(-c2ccco2)nn1Cc1c(F)cccc1Cl	-6
COc1ccc(C(=O)Nc2nc3c(s2)CCC3C(=O)NCc2ccco2)cc1 (stereo not drawn)	1
C=CCn1c(SCC(=O)Nc2c(Cl)cccc2Cl)nc2scc(-c3ccc(C)o3)c2c1=O	-4
O=C(c1ccc(OC(F)(F)F)cc1)N(Cc1ccsc1)Cc1ccco1	-14
CS(=O)(=O)N(CC(=O)NN=Cc1ccco1)c1ccccc1Br	-9

The list continues.
SMILES	PriA SSB inh
Cc1nc(C)c(CC(=O)NCCOc2ccc(F)cc2)s1	-10
CC1CCN(C(=O)Cn2c(-c3ccccn3)nc3ccccc32)CC1	-22
COc1ccc(CC(=O)Nc2cnc(-n3ccnc3)nc2)cc1	-4
Cc1ccc(NCCNC(=O)Nc2ccc(C)c(Cl)c2)nn1	-4
COc1ccc(C=NNC(=O)CC#N)cc1Oc1nc(Cl)ncc1F	0
C=CC(=O)Nc1cccc(Nc2nc(NC3CCC(N(C)C)CC3)nc3c2ncn3C(C)C)c1 (stereo not drawn)	20
COc1ccc(CCNC(=O)CSc2nc(-c3ccccc3C)ns2)cc1OC	-6&-1
NC(=NOC(=O)c1cc(-c2ccccc2)nc2ccccc12)c1cccnc1	-25
Brc1cc2c(cc1C=NNc1nc(N3CCCC3)nc(N3CCOCC3)n1)OCO2	8
COC(=O)c1sc2ccccc2c1S(=O)(=O)N(C)CC(=O)Nc1ccc(F)c(F)c1	3
Cc1ccsc1C=NN1CCN(C2c3ccccc3-c3ccccc32)CC1	26
CC1(C)CC(=O)c2c(nc3sc(C(=O)Nc4nsc(-c5ccccc5)n4)c(N)c3c2-c2ccccc2)C1	19
Cc1cccc(OC2CCN(C(=O)c3cccc(N(C)C)c3)CC2)n1	7
COc1cc(C(=O)Nc2ccc3c(c2)N(C(=O)c2ccco2)CC3)cc(OC)c1OC	12
O=C(COc1ccc(Cl)cc1Cl)Nc1ccc2c(c1)N(C(=O)c1cccs1)CC2	-4
COc1ccc(S(=O)(=O)N2CCCc3cc(N)ccc32)cc1	25
COc1ccc(C=NN2CCN(C)CC2)cc1OC	-9
Cc1ccc(S(=O)(=O)Nc2nc(CCC(=O)NCCc3ccccc3)cs2)cc1	-13
Cn1ccc(C(=O)N(Cc2ccccn2)c2nc3ccccc3s2)n1	-5&6
O=C(Cn1nc(-c2ccco2)c2sc(N3CCCC3)nc2c1=O)Nc1ccc2c(c1)OCCCO2	-11
Cc1cc(CNC(=O)C(C)C)nc(N2CCOCC2)n1	-13
O=C(Nc1nnc(-c2cc3ccccc3o2)o1)c1ccccc1	23
Cc1cc(Cl)cc2sc(N(Cc3ccccn3)C(=O)c3nc4ccccc4s3)nc12	-17
CCOC(=O)CSc1nnc(CNC(=O)c2cccc(C)c2)n1-c1cc(C)ccc1C	3
Cc1cc(OC2CN(S(=O)(=O)c3cnc[nH]3)C2)cc(=O)o1	-11
O=C(Nc1nc2c(s1)CN(C(=O)c1ccc(=O)[nH]c1)CC2)c1ccoc1	-15
NC(=O)COc1ccc2c(-c3cc4cc(Cl)ccc4oc3=O)cc(=O)oc2c1	-15
CC(/C=C/c1ccccc1)=NNC(N)=S	2
Cc1ccc(S(=O)(=O)NCCc2sc(-c3ccc(F)cc3)nc2C)c(C)c1	-15
Cc1ccc(C)c2sc(N3CCN(C(=O)c4cccc5ccccc45)CC3)nc12	-5
COc1ccccc1-c1nnc(NC(=O)CN2C(=O)c3ccccc3C2=O)o1	11
O=C(CSc1ccc2nnc(-c3ccc(Cl)cc3)n2n1)NCCc1ccccc1	-2&-1
Cc1ccc(NN=Cc2ccc3c(c2)OCCO3)cc1Cl	4
O=C(Nc1nccs1)c1cn(-c2ccccc2)nc1-c1ccc(Cl)s1	3
COc1ccc(-c2csc(C(=O)Nc3ccc(NC(=O)c4ccco4)cc3)c2-n2cccc2)cc1	-15
O=C(Cc1ccc(NS(=O)(=O)c2ccccc2F)cc1)NCc1cccs1	-4
CCCCOc1cccc(C(=O)N=c2sc3ccc(C)c(C)c3n2C)c1	-9
Cc1ccc(S(=O)(=O)N2CCc3ccc(NC(=O)Cc4cccs4)cc3C2)cc1	-4
COc1ccc2c(c1)[nH]c1c(=O)n(N=Cc3ccc(OC)c(CN4CCCCC4)c3)cnc12	-6
CCCCNC(=S)NN=Cc1ccc(C#N)cc1	-2
Cn1cnnc1SCc1ccc(C(=O)NN=Cc2cccs2)cc1	-10
Cc1cccc(OCC(=O)NCc2ccsc2)c1	-4
COc1cccc(NC(N)=Nc2nc(C(F)(F)F)cc(=O)[nH]2)c1	0
CCCN1C(=O)C(C)(C)COc2ccc(NS(=O)(=O)c3ccc(OC)c(F)c3)cc21	-2
Cc1ccccc1N1OC2C(=O)N(c3ccc(Br)cc3)C(=O)C2C1c1ccco1 (stereo not drawn)	-2
ON=C1CC2(CC(=NO)C1=NO)OCCO2	2

Some of the entries above in another layout:
NC(=O)COc1ccc2c(-c3cc4cc(Cl)ccc4oc3=O)cc(=O)oc2c1
- PriA SSB inh = -15

CC(/C=C/c1ccccc1)=NNC(N)=S
- PriA SSB inh = 2

Screens from PubChem.

A portion of the library (hit frequency here may not be typical).
